# Source: PubChem BioAssay
# EphB4 ephrin blk = EphB4-ephrin-B2 interaction antagonism; EphB4 LBD / TNYL-RAW-Alexa532 peptide, fluorescence polarization; inhibition, % at 7 µM; hit rate 0.15% among 97,000;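 active means inhibition above the screen-wide mean inhibition plus 3 SD, cut at about 15% in these data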;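 further: 0% = DMSO wells and 100% = excess unlabeled TNYL-RAW peptide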
# Target sequence (P54760 whole entry, looked up, the tested form may be a part): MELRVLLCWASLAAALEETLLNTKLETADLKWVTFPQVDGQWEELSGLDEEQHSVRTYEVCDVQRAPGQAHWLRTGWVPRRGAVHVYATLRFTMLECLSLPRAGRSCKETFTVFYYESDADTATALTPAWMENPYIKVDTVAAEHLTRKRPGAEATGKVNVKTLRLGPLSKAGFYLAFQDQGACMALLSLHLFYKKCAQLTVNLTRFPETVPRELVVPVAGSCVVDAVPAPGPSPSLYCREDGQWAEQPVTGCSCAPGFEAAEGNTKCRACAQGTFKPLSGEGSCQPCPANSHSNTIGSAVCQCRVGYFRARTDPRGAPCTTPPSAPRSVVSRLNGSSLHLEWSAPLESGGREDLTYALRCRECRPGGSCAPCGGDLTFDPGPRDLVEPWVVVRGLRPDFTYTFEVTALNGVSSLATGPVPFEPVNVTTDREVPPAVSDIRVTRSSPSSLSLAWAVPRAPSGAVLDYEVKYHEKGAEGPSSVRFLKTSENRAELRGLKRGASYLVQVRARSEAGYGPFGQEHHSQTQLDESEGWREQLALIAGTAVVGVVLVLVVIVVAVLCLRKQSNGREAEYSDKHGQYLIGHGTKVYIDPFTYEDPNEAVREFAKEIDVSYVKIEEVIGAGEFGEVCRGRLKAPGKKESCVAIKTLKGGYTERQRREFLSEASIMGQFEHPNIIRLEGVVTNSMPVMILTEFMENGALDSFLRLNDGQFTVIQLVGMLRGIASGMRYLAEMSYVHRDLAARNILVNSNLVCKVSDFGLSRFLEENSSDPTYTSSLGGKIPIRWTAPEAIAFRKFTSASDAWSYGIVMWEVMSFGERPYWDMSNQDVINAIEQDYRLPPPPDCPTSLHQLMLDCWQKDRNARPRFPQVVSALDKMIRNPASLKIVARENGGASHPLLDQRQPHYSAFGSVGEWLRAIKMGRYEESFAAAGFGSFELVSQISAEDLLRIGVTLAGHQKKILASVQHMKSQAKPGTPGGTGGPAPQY
# PLK1 inh = blocks human PLK1 kinase activity. P53350. recombinant PLK1 kinase, TR-FRET peptide phosphorylation. inhibition, % at 10 µM. hit rate 0.53% among 97,000. AID 619;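 active means inhibition of 50% or more in the single-concentration screen; inactive means inhibition below 50%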;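 further: 0% = DMSO max control and 100% = H-89 dihydrochloride min control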
# CYP2C19 activ = increases human CYP2C19 enzyme activity. AID 1025. 96,000 tested, under 10 active. recombinant CYP2C19, luciferin-H EGE luminescence; stronger effect = higher value; 0 = fully inhibited enzyme, 1 = untreated enzyme. activation factor at 5 µM;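 active means activation factor of at least 2 at 5 µM in the primary screen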;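 further: 0 = wells with 2.5 mM tranylcypromine and 1 = vehicle-only wells; values of inactives mirror those of a sister screen read the other way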
# PLAP activator = activators of human placental alkaline phosphatase; P05187; purified PLAP enzyme, luminescent substrate read-out; stronger effect = higher value; activation fold at 20 µM; hit rate 1.2% among 96,000; AID 696; in the data active means activation fold above about 2
# CYP2C19 inhib = human CYP2C19 inhibition | P33261 | CYP2C19 Supersomes, luciferin-H EGE luminescence, 30 min | inhibition, % at 5 µM | hit rate 21% among 96,000;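 active means CYP2C19 inhibition above a set limit at 5 µM in the primary screen, cut at about 50% in these data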;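 further: plate controls were negative control wells for no effect and 2.5 mM tranylcypromine positive control for full effect; values of inactives mirror those of a sister screen read the other way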
# PLK1 PBD inh = Plk1 (human) PBD binding inhibition | inhibition, %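 (tested at about 20 µM)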 | hit rate 0.13% among 97,000 | Plk1 PBD phosphopeptide binding, fluorescence polarization | P53350 | AID 693; in the data active means inhibition above about 34%, passing the limit was not always enough
# CYP2C9 act = CYP2C9 (human) activation. P11712. recombinant CYP2C9, luciferin-H conversion, luminescence; stronger effect = higher value; factor 1 = untreated enzyme, 0 = blocked. activation factor at 5 µM. hit rate 1.4% among 96,000;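 active means activation factor of 2 or more for CYP2C9 at a 5 µM dose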;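 further: 0 = sulfaphenazole-blocked wells and 1 = vehicle-only wells; values of inactives mirror those of a sister screen read the other way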
# CYP2C9 inh = blocks human cytochrome P450 2C9 | P11712 | CYP2C9 Supersomes, luciferin-H conversion, luminescence | inhibition, % at 5 µM | hit rate 20% among 96,000 | AID 777;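 active means blocking of liver enzyme CYP2C9 beyond about 50% at 5 µM, limit read from the data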; further: values of inactives mirror those of a sister screen read the other way
# HIV Rev-RRE inh = HIV Rev-RRE protein-RNA interaction inhibition. hit rate 0.79% among 97,000. P05866. inhibition, % at 8 µM. Rev peptide-RRE RNA binding, FRET;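 active means inhibition above the screen-wide mean plus 3 SD, cut at about 35% in these data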;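 further: 0% = median DMSO wells and 100% = median Neomycin B control wells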
# Target sequence (P05866 whole entry, looked up): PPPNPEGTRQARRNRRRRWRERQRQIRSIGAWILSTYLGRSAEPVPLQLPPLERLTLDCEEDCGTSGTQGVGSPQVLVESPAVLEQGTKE
#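 Test system – labelled RRE RNA duplex and labelled Rev peptide · Signal – fluorescein-to-Cy5 FRET, 480 nm excitation · Evaluation – % inhibition of FRET ratio versus controls · Benchmarks – DMSO low control, neomycin B high control · Incubation – 5 min RNA-compound premix plus 15 min binding step, 25 °C · Medium – HEPES pH 7.5 salt buffer with EDTA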
# * marks the source's active call; other numbers are inactive results; · = no result given.
SMILES,EphB4 ephrin blk,PLK1 inh,CYP2C19 activ,PLAP activator,CYP2C19 inhib,PLK1 PBD inh,CYP2C9 act,CYP2C9 inh,HIV Rev-RRE inh
O=C1CCCC/C1=C/Nc1ccc(C(=O)O)cc1,-3,15,0.8,1,23,19,0.9,7,5
O=c1oc(-c2ccccc2)nc2ccsc12,-7,-1,0.9,1,13,-10,0.9,12,4
COc1ccc(Oc2nccc(-c3ccc(F)cc3)c2C#N)cc1,1,-27,0.8,0.9,19,-19,0.6,36,4
O=c1c2ccsc2ncn1Cc1ccccc1F,4,-1,0.6,1,42,-2,1,4,3
CC1CCCC(C(=O)O)N1C(=O)CCSC(=O)c1ccccc1 (stereo unspecified),5,-3,1,1.1,2,13,0.8,16,5
COc1cc(NC(=O)CC(C)C)ccc1NC(=O)c1ccco1,-1,-7,·,·,·,-8,·,·,3
CCC(C)NC(=O)c1ccccc1NC(=O)Nc1ccccc1 (stereo unspecified),2,0,0.8,0.9,24,2,0.6,36,7
c1ccc(CSc2ncccn2)cc1,-5,-13,1,0.9,-5,-3,1.1,-11,1
COc1ccc(NS(=O)(=O)c2cc(C(=O)O)ccc2C)cc1,9,-11,1,1.1,1,7,0.8,21,3
Oc1ccc(/C=C/c2nc(-c3ccccc3O)n(-c3ccccc3)n2)cc1,-3,-19,1.1,1,-15,1,0.5,49,10

# Rewritten with values under each structure: entries from further up
# Results follow in this order: EphB4 ephrin blk | PLK1 inh | CYP2C19 activ | PLAP activator | CYP2C19 inhib | PLK1 PBD inh | CYP2C9 act | CYP2C9 inh | HIV Rev-RRE inh
- COc1cc(NC(=O)CC(C)C)ccc1NC(=O)c1ccco1
→ -1 | -7 | · | · | · | -8 | · | · | 3
- CCC(C)NC(=O)c1ccccc1NC(=O)Nc1ccccc1 (stereo unspecified)
→ 2 | 0 | 0.8 | 0.9 | 24 | 2 | 0.6 | 36 | 7

# Continuation:
SMILES,EphB4 ephrin blk,PLK1 inh,CYP2C19 activ,PLAP activator,CYP2C19 inhib,PLK1 PBD inh,CYP2C9 act,CYP2C9 inh,HIV Rev-RRE inh
CCn1c(CCNC(=O)c2cccs2)nnc1SCC(=O)NC1CCCCC1,-1,-10,1,0.8,0,24,1,-1,-1
COc1cccc(C2CC(c3ccccc3Cl)Nc3ncnn32)c1 (stereo unspecified),15,-15,·,·,·,-3,·,·,4
N#Cc1c(SCc2nc3ccccc3[nH]2)nc2c(c1C(F)(F)F)CCC2,2,-7,·,·,·,9,·,·,22
c1ccc(N2CCN(Cc3ccnc4ccccc34)CC2)cc1,-1,-2,0.4,0.9,64*,11,0.9,9,1
CCC(c1nnc(SCC(=O)Nc2nnc(-c3ccccc3)o2)n1Cc1ccccc1)N(C)C (stereo unspecified),-2,-6,1,1.6,-3,12,1.1,-5,3
COc1ccc(-c2cc(C(F)(F)F)nc(SCC(=O)N3CCOCC3)n2)cc1OC,4,-14,0.6,1.5,37,26,0.2,84*,0
COc1cc(C(=O)N2CCN(c3cc(Cl)ccc3Cl)CC2)cc(OC)c1OC,4,-17,1.1,1.5,-12,-2,0.4,62*,9
O=C(Nc1ccccc1F)c1ccc(-n2cncn2)nc1,-4,-8,0,1.1,97*,-1,0.3,69*,-4
O=C(NCc1cccs1)c1ccccc1,-8,-2,0.8,0.8,22,2,0.9,5,-1
COc1ccc(CCCNC(=O)CC#N)cc1OC,-2,-7,1,0.9,2,-15,1,-4,1
CCOc1ccccc1C(=O)NCC(=O)OCC(=O)c1ccc2c(c1)OCCO2,5,5,1,1.2,-5,4,1.7,-68,6
N#CC(C(=O)C12CC3CC(CC(C3)C1)C2)c1nc2ccccc2[nH]1 (stereo unspecified),-7,-3,0.7,1.1,33,-1,0.4,62*,8
Cn1c(SCC(=O)NC(C)(C)C)nnc1-c1cccc(NC(=O)c2ccccc2F)c1,-10,-2,0.9,0.7,5,31,1,2,10
CCN(CC)C1CC(=O)N(c2cccc(C)c2)C1=O (stereo unspecified),·,·,0.7,1,26,·,1.1,-10,·
O=C(Nn1c(O)c(C=C2N=c3ccccc3=N2)sc1=S)c1cccc(Cl)c1,4,-14,1,1,2,13,0.9,15,5
COc1ccccc1-c1nnc(NC(=O)c2ccc(S(=O)(=O)N(C)C)cc2)o1,8,-14,1,1.1,2,14,1.2,-15,7
CCC(C)NC(=O)Cn1cccc1C(=O)c1ccccc1 (stereo unspecified),1,16,0.9,1,8,-20,0.9,15,4
CCOc1cccc(-c2nnc3sc(C4CCCCC4)nn23)c1,-1,-9,0.1,1.1,94*,-5,0.6,43,8
CCOC(=O)c1cc2c(nc1N)CC(C)(C)OC2,-1,-11,·,·,·,-9,·,·,-3
O=C1/C(=C/c2cccs2)N=C(c2cccs2)N1Nc1ccccc1,-1,-4,1,0.5,3,-4,0.1,93*,10
CCN(C(=O)Cn1c(=O)oc2ccccc21)c1cccc(C(F)(F)F)c1,-2,1,0.5,1,49,-27,0.9,6,3
Nc1ccccc1C#Cc1ccccc1,-6,-2,0.5,0.8,53*,-13,0.8,18,3
O=C(Oc1ccc(-c2cnc3ccccc3n2)cc1)c1ccc(Cl)c([N+](=O)[O-])c1,1,-8,0.7,1,34,21,0.8,16,9
CCc1ccccc1NC(=O)N[C@@H](C)C(=O)O,-5,-7,1.1,1,-14,-10,1,-4,1
COc1ccccc1NC(=O)CSc1nc2ccccc2cc1Cc1ccccc1,1,-7,0,0.8,99*,16,0.4,55*,8
Cc1ccc(C(=O)Nc2cccc(C(=O)O)c2)cc1S(=O)(=O)N1CCOCC1,3,-37,1,1,2,-26,1.1,-12,2
Cc1cc(C)n(-c2cc(N3CCOCC3)ncn2)n1,-2,-1,·,·,·,4,·,·,-3
CCCc1nc2sc3c(c2c(=O)n1NC(=O)CCC(=O)O)CCCC3,-6,-5,1.1,0.9,-8,46*,1.1,-8,3
N#Cc1c(-c2ccccc2)cc(C2CC2)nc1N,·,·,0.2,0.7,80*,·,1.6,-60,·
CCOC(=O)c1ccc(NC(=O)COc2ccc(S(=O)(=O)NC(C)C)cc2)cc1,-7,-3,0.8,0.9,24,29,0.9,13,5
COCCN(C(=O)CNC(=O)c1cccs1)C(C(=O)NC1CCCC1)c1cccs1 (stereo unspecified),·,·,0.4,1.3,56*,·,0.5,47,·
COc1ccc(Cn2nnnc2C(c2cc3cc(C)ccc3[nH]c2=O)N2CCOCC2)cc1 (stereo unspecified),-2,-8,1.1,1.3,-6,-20,1,5,6
CCOC(=O)c1cccnc1SC(CC)C(=O)NCc1ccco1 (stereo unspecified),-1,-12,0.3,1.3,68*,-8,0.3,70*,1
O=C(Nc1ccccc1C(F)(F)F)c1ccc(F)c(S(=O)(=O)N2CCOCC2)c1,6,-2,1,1.1,-1,10,0.9,5,7
CC(C)COC(=O)N1CCCC1C(=O)Nc1nccs1 (stereo unspecified),4,-13,0.7,1,28,19,0.9,10,5
CCC(=O)OCc1cc2cccc(C)c2[nH]c1=O,5,-15,0.5,1,53*,1,1,5,8
CC(C)CC(NC(=O)c1ccc(Cl)cc1)C(=O)OCC(=O)c1ccc2c(c1)NC(=O)CO2 (stereo unspecified),4,-3,0.7,1.1,27,-25,0.6,36,15
CC(C)(C)C(=O)Nc1nc(C2CCCN2S(=O)(=O)c2ccc(Cl)cc2)cs1 (stereo unspecified),3,-1,0,1.5,100*,8,0,100*,11
CNC(=O)CSc1nnc(-c2cc3c(C)nn(-c4ccccc4)c3s2)n1C,-3,-7,·,·,·,13,·,·,3
COc1ccc(OC)c(NS(=O)(=O)c2ccc(N3CCCC3=O)cc2)c1,-4,-7,0.1,1.1,95*,-2,0.8,19,-2
CCOC(=O)c1cc2ccccc2n1CCN(CC)CC,-1,-7,0.7,1.6,35,15,1.2,-24,-3
CC(=O)c1ccc(N2CCN(C(=O)c3ccc(Br)cc3)CC2)c(F)c1,21*,-3,0.8,1.3,17,13,0.9,12,15
Cc1ccc(Cn2cc(/C=C/C(=O)O)c(-c3ccccc3)n2)cc1,-6,-11,0.9,1.2,5,19,0.9,11,0
Cc1nc2ccc(S(=O)(=O)NCC(=O)NCCN3CCCCC3C)cc2s1 (stereo unspecified),-5,-5,0.9,1.1,5,-5,0.9,8,1
CC1(C)CC(CC(=O)Nc2ccccn2)C(=O)O1 (stereo unspecified),2,0,0.8,1.2,24,-16,1.1,-8,3
N#CCOC(=O)c1sccc1-n1cccc1,-11,-8,0.9,1.1,9,2,2*,-95,5
O=C(COc1ccc(S(=O)(=O)N2CCCC2)cc1Cl)Nc1ccc2c(c1)OCO2,2,-5,0.9,0.9,6,-6,1.1,-8,1
CCOc1ccc(OCCCC(=O)O)cc1,-2,-9,1.2,1.2,-18,5,1.2,-17,0
COc1ccc(C2NC(=O)c3ccccc3O2)cc1OC (stereo unspecified),2,-13,·,·,·,27,·,·,3
O=C(COc1ccccc1)Nc1ccc(CSc2ccccc2)cc1,7,-11,1,1,-3,-22,1,-3,4

# More structures:
SMILES,EphB4 ephrin blk,PLK1 inh,CYP2C19 activ,PLAP activator,CYP2C19 inhib,PLK1 PBD inh,CYP2C9 act,CYP2C9 inh,HIV Rev-RRE inh
CCn1c2ccc(OC)cc2c2nc3ccccc3nc21,-6,-11,·,·,·,-20,·,·,15
CCCCN=c1sc(C(=O)OC)cc(=O)n1CCCC,-1,1,0.8,1,18,2,0.9,7,14
Cc1cccc(NC(=O)CCc2c(C)nc3ncnn3c2C)n1,-2,-6,1.1,1,-9,28,1.1,-9,-2
C=CCNc1nnc(SC2CC(=O)N(c3ccc(OCCC)cc3)C2=O)s1 (stereo unspecified),-2,-12,0.9,1,12,8,0.9,14,2
CCC(=O)Nc1cc(OC)c(NC(=O)c2ccccc2)cc1OC,1,-9,1.1,1,-12,-11,1.1,-8,4
O=C(Nc1ccc(Cl)cc1)C1=Cc2cc(Cl)ccc2OC1,4,1,1.1,0.9,-12,-2,1.2,-20,0
COc1cccc(C2CC(c3ccccc3Cl)n3ncnc3N2)c1 (stereo unspecified),·,·,0,1.3,97*,·,0.5,52*,·
CCS(=O)(=O)N1CCN(C(=O)C(c2ccccc2)c2ccccc2)CC1,-1,-6,0.9,1.5,10,-14,0.9,14,2
CCOC(=O)/C(C#N)=C\c1ccco1,-1,-7,1,1,1,-34,0.9,8,11
Cc1nc2scc(-c3cccs3)c2c(=O)n1CC(=O)O,3,-3,1.1,1.1,-12,1,1,1,7
CCOC(=O)CN1NC2(CCCC(C)C2)NC1=S (stereo unspecified),-3,-1,0.4,1,61*,-3,1,-4,-1
CC(=O)[C@@H]1[C@@H]2C(=O)N(Cc3ccccc3)C(=O)[C@@H]2C2c3ccccc3C=CN21 (stereo partly specified),-7,-9,0.7,1.6,26,-28,0.8,20,64*
C=C(C)CSc1nnc(CCNC(=O)OC(C)(C)C)o1,-11,-7,0.1,1.1,87*,-14,0.7,34,4
Cn1c(SCC(=O)Nc2ccc(N3CCOCC3)c(Cl)c2)nnc1-c1ccccc1,8,-8,·,·,·,5,·,·,0
COc1ccc(-c2ocnc2C(=O)Nc2ccccc2N2CCCCC2)cc1,6,-9,0.7,0.9,33,1,0.4,57*,22
Nc1nc(SCC(=O)OCc2ccccc2)[nH]c(=O)c1NC(=O)c1ccco1,·,·,1.2,1.1,-21,·,1.1,-13,·
CC(=O)Nc1ccc(C(=O)N2CCN(C(=O)c3ccco3)CC2)cc1,4,-4,1,1,5,9,1,-3,4
